# FUS yeast rescue: suppressors of FUS proteinopathy in yeast | Potency, µM (top dose mostly 76.6 µM), without a hit: at the top dose growth rescue (activation), hits mostly activators | actives 0.24% (n = 390,000) | S. cerevisiae FUS-expressing, growth rescue, OD600, 24 h; active = well fitted activation curve with a large enough effect; inconclusive = small, poorly fitted or top-dose-only effect; inactive = no such curve, though single readings can be large or run the other way;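 also: plate controls were DMSO vehicle for no effect and reference control for full effect; nearly all actives have a fitted effect of over 55% in size; some results filed as inactive show a strong effect at the top dose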
#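 Toxicity suppression screen in FUS-yeast. Cells induced with 2% galactose, starting OD 0.005, treated 24hr at 30C with compounds at multiple final concentrations; growth by OD600.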
# * hit, by the source's call; ? = inconclusive. Potency is read from the fitted curve at half-maximal effect. These rows are one share of the data; the hit share may differ from the screen's.
SMILES,FUS yeast rescue
COc1ccc(OC)c(CN2C(=O)CN(S(C)(=O)=O)CC2(C)c2nnnn2C2CCCC2)c1 (stereo unspecified),-7%
O=C(Nc1ccc(N2C(=O)[C@@H]3[C@H](C2=O)[C@@H]2C=C[C@H]3C2)c(Cl)c1)c1ccccn1,-1%
CN(Cc1ccccc1)S(=O)(=O)c1cccc(C(=O)OCc2ccccc2Cl)c1,16%
COC(=O)c1cc(-c2cccc(C(F)(F)F)c2)c(=O)n2c1CCC2,31%
CC(=O)CC[C@H]1CC[C@]2(CCCN(Cc3nccn3C)C2)O1,-15%
Nc1c(C(=O)NCC(O)c2ccccc2)cnn1-c1ccccc1 (stereo unspecified),-8%
COc1cc(-c2c(C(=O)c3ccccc3)[nH]c(N)c2C(N)=O)ccc1O,27%
CC(C)CN1C(=O)C[C@]2(C(=O)N(C)c3ccc(NS(=O)(=O)C4CCCCC4)cc32)C1c1ccccc1 (stereo partly specified),44%
O=C(c1cccs1)C1CCN(c2ncnc3sccc23)CC1,14%
CC(C)Oc1cccc(-c2n[nH]c(=S)n2N=Cc2ccc(OCc3ccccc3)cc2)c1,34%
O=C(CNc1nnnn1-c1ccccc1)N1CCCC1,-6%
COc1ccc(-c2cc(-c3nnc(SCC(=O)Nc4cccc5ccccc45)n3N)[nH]n2)cc1,5%
CCOc1ccc(CCNC(=O)c2cc3ccsc3n2C)cc1OCC,-6%
CN1C(=O)c2cc(NC(=O)Nc3ccccc3)ccc2OC[C@H]2O[C@@H](CC(=O)Nc3cc(F)ccc3F)CC[C@@H]21,39%
O=C(Cn1cnc2ccccc2c1=O)N1CCN(Cc2ccc(F)cc2)CC1,8%
CC(=O)c1cc(-c2ccccc2-c2ccccc2)c(=O)n2c1CCC2,0%
O=C(CCS(=O)(=O)c1ccccc1)Nc1ccc(Cl)c(Cl)c1,2%
COc1cccc(CNC(=O)C2CCN(c3nc(OC)nc(OC)n3)CC2)c1,-1%
Cc1c(C)n(Cc2ccc(-c3ccccc3C(=O)O)cc2)c2ccc(C(=O)N[C@@H](C)c3ccc(Br)cc3)cc12,36%
COc1ccc(C(=O)OCCN2CCN(C3CN(Cc4cn(Cc5cccc(F)c5)nn4)S(=O)(=O)C3)CC2)cc1OC (stereo unspecified),1%

# Laid out differently: entries from further up.
smiles	FUS yeast rescue
COc1cccc(CNC(=O)C2CCN(c3nc(OC)nc(OC)n3)CC2)c1	-1%
Cc1c(C)n(Cc2ccc(-c3ccccc3C(=O)O)cc2)c2ccc(C(=O)N[C@@H](C)c3ccc(Br)cc3)cc12	36%

# (continued)
SMILES,FUS yeast rescue
O=C(NCc1cccs1)C1CCCN(S(=O)(=O)c2ccccc2)C1 (stereo unspecified),-11%
CC(=O)N1CCCN(C(=O)Cn2cnc3ccccc3c2=O)CC1,5%
Cc1ccccc1CS(=O)(=O)Cc1ccc(C(=O)Nc2ccc(F)cc2F)o1,30%
Cc1sc2nc(COC(=O)CNC(=O)c3ccc(F)cc3Cl)[nH]c(=O)c2c1C,9%
CC(C)(C)c1ccc(-c2cn(C[C@H](Cc3ccccc3)n3c(=O)c4ccccc4n3Cc3ccco3)nn2)cc1,36%
C=CCN1C(=O)[C@@H](CC(=O)NCc2cccc3ccccc23)[C@]2(C(=O)OCC)CCCCC/C=C/12,?
COC(=O)c1ccc(Cn2ccc3ccc(-c4ccc5ccn(C(=O)c6ccccc6C)c5c4)cc32)cc1,30%
CCC[C@@H](/C=C/C(=O)OC(C)(C)C)Sc1ccc(N)cc1,32%
CCN(CC)C(=O)CC[C@H]1CC[C@]2(CCCN(C(=O)c3ccc4ccccc4n3)C2)O1,-11%
COc1ccc(-n2c(SCC(=O)NNC(=S)Nc3ccccc3)nc3ccccc3c2=O)cc1,30%
O=C(CCc1ccccc1)N[C@H]1[C@@H](OC(=O)c2cnccn2)CCC[C@]12C(=O)N(Cc1ccccc1)c1ccccc12,21%
CCCCN1CCN(C(=O)c2ccc3c(c2)NC(=O)C(C)(C)O3)CC1,21%
COC(=O)c1cc(-c2ccccc2OC)c(=O)n2c1CCC2,2%
COC(=O)[C@@]12CCCCC3=C1N(CCC3)C(=O)[C@H]2CC(=O)NCCCCc1ccccc1,?
CCOC(=O)[C@@]12CCCC3=C1N(CCC3)C(=O)[C@H]2CC(=O)N1CCN(C(=O)C2CC2)CC1,-18%
COC(=O)[C@]12CCCCC=C1N(Cc1ccc(OC)cc1)C(=O)[C@@H]2CC(=O)N1CCOCC1,0%
COc1ccccc1C(=O)NC1CCCCN(Cc2cccc(C(F)(F)F)c2)C1=O (stereo unspecified),28%
C[C@H]1C2CC(OC(=O)NCCCc3ccccc3)C(C2)[C@H]2CCCCN21 (stereo partly specified),-13%
Cn1c(SC2CCCC2)nnc1-c1ccco1,-18%
CN1CC(=O)N2[C@@H](C[C@]3(c4c[nH]c5ccccc45)c4ccccc4N(S(=O)(=O)c4ccccc4)[C@H]23)C1=O,?
CC(C)(C)c1ccc(-c2csc(N3CCC(C(N)=O)CC3)n2)cc1,32%
COC(=O)[C@]12C[C@H](CC(=O)NCC34CC5CC(CC(C5)C3)C4)C(=O)N(CCc3ccc(OC)c(OC)c3)C1=C[C@H](COCc1ccccc1)O[C@@H]2C,?
CCc1ccc(CCNC(=O)OCCCN2CCC3(CCC(c4ccccc4)CC3)C2=O)cc1 (stereo unspecified),37%
COc1ccc(-n2c(COc3ccccc3)nnc2SCC(=O)Nc2ccc3c(c2)OCCO3)cc1,11%
CCCC1CCC2(CC1)CCC2OC(=O)Nc1cc(C)cc(C)c1 (stereo unspecified),-16%
C=CC[C@@]1(c2ccc(Br)cc2OC)Oc2ccccc2-c2nccnc21,4%
CCCCCc1ccc(NC(=O)O[C@@H]2CC[C@@]34CCCN3C(=O)CCC[C@H]4C2)cc1,22µM*
CCn1cc(C(=O)N2CCN(Cc3ccc(C)cc3)CC2)c(=O)c2ccc(C)nc21,-3%
Cc1ccc(-n2c(SCC(=O)Nc3cccc4ccccc34)nnc2-c2ccco2)cc1,22%
O=C(Nc1ccc(C(F)(F)F)cc1)OC1CCC12CCC(c1ccccc1)CC2 (stereo unspecified),-22%
S=C(Nc1cccc(Br)c1)OC1CCC12CCC(c1ccccc1)CC2 (stereo unspecified),5%
COC(=O)[C@]12C[C@H](CC(=O)N3CCN(C(=O)C4CC4)CC3)C(=O)N(Cc3ccc(Cl)cc3Cl)C1=C[C@H](COCc1ccccc1)O[C@@H]2C,?
CCC(C)(C)C(=O)N1CCc2cc(S(=O)(=O)N(C)Cc3ccco3)ccc21,?
CCOc1ccc(-n2c(SCC(=O)Nc3ccc4cn[nH]c4c3)nnc2-c2ccncc2)cc1,12%
O=C(Nc1ccc(F)cc1)OCc1cn(Cc2ccccc2)nn1,-20%
CCc1ccc(-n2ncc(Cl)c(Oc3ccc(OC)cc3)c2=O)cc1,42%
CC(=O)c1cc(-c2cc(C(F)(F)F)cc(C(F)(F)F)c2)c(=O)n2c1CCC2,-2%
O=S(=O)(CC1NCc2ccccc21)NC1CCCC1 (stereo unspecified),3%
COc1ccc(F)cc1-c1cc(C(C)=O)c2n(c1=O)CCC2,3%
O=C(CN1CCN(Cc2ccccc2)CC1)N/N=C\c1ccccc1[N+](=O)[O-],8%
CC(=O)c1ccc(NC(=O)NC2CCCCN(Cc3cccc(Cl)c3)C2=O)cc1 (stereo unspecified),0%
Cc1ccccc1CN1CCCCC(NC(=O)c2cc(-c3ccccc3)no2)C1=O (stereo unspecified),40%
N#Cc1cccc(CNCC(=O)N2CCC3(CC2)OCCO3)c1,-17%
COc1ccc(CN2C(=O)CCCC2(C)c2nnnn2-c2ccc3c(c2)OCCO3)cc1 (stereo unspecified),12%
CCC(C#Cc1ccccc1)N(C)C(N)=NC(=O)/C=C/c1ccccc1 (stereo unspecified),-10%
Cc1c(NC(=O)C2CCCN(S(=O)(=O)c3c(C(C)C)cc(C(C)C)cc3C(C)C)C2)c(=O)n(-c2ccccc2)n1C (stereo unspecified),26%
O=S1(=O)CCOCC(CO)N1Cc1cccc(Br)c1 (stereo unspecified),-20%
COc1ccc2[nH]c3c(c2c1)CCN[C@]31C(=O)N(C)c2ccccc21,-20%
Cn1c(=O)oc2cc(S(=O)(=O)N3CCN(C(=O)C4CCCO4)CC3)ccc21 (stereo unspecified),-14%
CC(=O)N[C@H]1C[C@@H]2O[C@H](CO)CC[C@@H]2O[C@@H]1CCc1ccc(-c2ccc(F)cc2)cc1,28%
O=C1[C@@H](CCc2ccccc2)[C@@H]2c3ccccc3C=NN2[C@@H]2c3ccccc3C=NN12,3%
COC(=O)c1cc(C)oc1C,-22%
COC(=O)[C@]12C[C@H](CC(=O)NCc3ccccc3)C(=O)N(CCC3=CCCCC3)C1=C[C@H](C1CCCC1)O[C@@H]2C,?
COC(=O)[C@]1(C#N)CC(=O)N(CC(C)C)[C@@H]1c1ccccc1,3%
CCC[C@H]1[C@@H](NC(=O)C#Cc2ccccc2)CC[C@@]23CCCN2C(=O)CCC[C@@H]13,21%
COC(=O)[C@]12C[C@H](CC(=O)N3CCC(c4ccccc4)CC3)C(=O)N(Cc3ccc(Cl)cc3Cl)C1=C[C@H](COCc1ccccc1)O[C@@H]2C,?
Oc1ccc(-c2nn[nH]n2)c2cccnc12,6%
Cc1cccc(OC[C@@H](O)CN2CCC(C(O)(c3ccccc3)c3ccccc3)CC2)c1,16%
Cc1ccccc1CN1CCCCC(NC(=O)c2cccc([N+](=O)[O-])c2)C1=O (stereo unspecified),30%
CCOC(=O)CC[C@@H]1CC[C@]2(CCCN(Cc3cccs3)C2)O1,19%

# Continued.
SMILES,FUS yeast rescue
CN(C)[C@H]1CCN(c2ccc3c(c2)OCCCN(C2CC2)S3(=O)=O)C1,-14%
Clc1ccc(-c2cc(-c3nnc4sc(Cc5cccs5)nn34)[nH]n2)cc1,40%
COc1ccc(C#Cc2ccc3c(c2)[C@H]2[C@H](CCN2S(=O)(=O)c2ccccc2F)[C@H](CO)N3C)cc1,?
COc1ccc(/C=C2\CC3(OC(=O)c4ccco4)CCCN2C3)cc1 (stereo unspecified),-1%
COc1ccccc1NC(=O)O[C@@H]1CC[C@@]23CCCN2C(=O)CCC[C@H]3C1,0%
COC(=O)c1cc(-c2ccc(OC)c(OC)c2)c(=O)n2c1CCC2,-8%
O=C(NC1CCCC1)C1CSCCS(=O)(=O)N1Cc1ccc(F)cc1 (stereo unspecified),-19%
CC(C)CCNC(=O)C1COC(O)(C(Cc2ccccc2)NC(=O)[C@@H](NC(=O)OCc2ccccc2)C(C)C)CN1 (stereo partly specified),16%
COC(=O)C1CN(C(=O)OC(C)(C)C)C2=C1C(=O)CC(C)(C(=O)OC(C)(C)C)C2 (stereo unspecified),11%
Cc1ccccc1CN1CCCCC(NC(=O)C2CCC2)C1=O (stereo unspecified),1%
CC1(C)CCC(C)(C)c2cc(NC(=O)c3ccc(C(=O)O)cc3)ccc21,?

# Part of the list above, reformatted.
compound | FUS yeast rescue
COc1ccc(OC)c(CN2C(=O)CN(S(C)(=O)=O)CC2(C)c2nnnn2C2CCCC2)c1 (stereo unspecified) | -7%
O=C(Nc1ccc(N2C(=O)[C@@H]3[C@H](C2=O)[C@@H]2C=C[C@H]3C2)c(Cl)c1)c1ccccn1 | -1%
CN(Cc1ccccc1)S(=O)(=O)c1cccc(C(=O)OCc2ccccc2Cl)c1 | 16%
COC(=O)c1cc(-c2cccc(C(F)(F)F)c2)c(=O)n2c1CCC2 | 31%
CC(=O)CC[C@H]1CC[C@]2(CCCN(Cc3nccn3C)C2)O1 | -15%
Nc1c(C(=O)NCC(O)c2ccccc2)cnn1-c1ccccc1 (stereo unspecified) | -8%
COc1cc(-c2c(C(=O)c3ccccc3)[nH]c(N)c2C(N)=O)ccc1O | 27%
CC(C)CN1C(=O)C[C@]2(C(=O)N(C)c3ccc(NS(=O)(=O)C4CCCCC4)cc32)C1c1ccccc1 (stereo partly specified) | 44%
O=C(c1cccs1)C1CCN(c2ncnc3sccc23)CC1 | 14%
CC(C)Oc1cccc(-c2n[nH]c(=S)n2N=Cc2ccc(OCc3ccccc3)cc2)c1 | 34%
O=C(CNc1nnnn1-c1ccccc1)N1CCCC1 | -6%
COc1ccc(-c2cc(-c3nnc(SCC(=O)Nc4cccc5ccccc45)n3N)[nH]n2)cc1 | 5%
CCOc1ccc(CCNC(=O)c2cc3ccsc3n2C)cc1OCC | -6%
CN1C(=O)c2cc(NC(=O)Nc3ccccc3)ccc2OC[C@H]2O[C@@H](CC(=O)Nc3cc(F)ccc3F)CC[C@@H]21 | 39%
O=C(Cn1cnc2ccccc2c1=O)N1CCN(Cc2ccc(F)cc2)CC1 | 8%
CC(=O)c1cc(-c2ccccc2-c2ccccc2)c(=O)n2c1CCC2 | 0%
O=C(CCS(=O)(=O)c1ccccc1)Nc1ccc(Cl)c(Cl)c1 | 2%
COc1cccc(CNC(=O)C2CCN(c3nc(OC)nc(OC)n3)CC2)c1 | -1%
Cc1c(C)n(Cc2ccc(-c3ccccc3C(=O)O)cc2)c2ccc(C(=O)N[C@@H](C)c3ccc(Br)cc3)cc12 | 36%
COc1ccc(C(=O)OCCN2CCN(C3CN(Cc4cn(Cc5cccc(F)c5)nn4)S(=O)(=O)C3)CC2)cc1OC (stereo unspecified) | 1%
O=C(NCc1cccs1)C1CCCN(S(=O)(=O)c2ccccc2)C1 (stereo unspecified) | -11%
CC(=O)N1CCCN(C(=O)Cn2cnc3ccccc3c2=O)CC1 | 5%
